N-glyco inh = increase of ERlucT glycosylation luciferase signal, primary screen, N-linked glycosylation inhibitor project, D54 ERlucT cells, luminescence, set 2 | D54 ERlucT glycosylation luciferase reporter, 24 h; percent of 100 nM tunicamycin response | 0.23% of 360,000 active | reporter increase, % at 12.5 µM;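 active = mean luciferase reporter signal, scaled so untreated is 0 and the glycosylation-blocking control 100, at or above a set limit in every replicate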;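 also: luciferase carries N-glycosylation sites so blocking glycosylation raises the light; 0% = median of neutral control wells and 100% = median of 100 nM tunicamycin wells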
ABHD5 PLIN5 PPI = ABHD5-PLIN5 interaction inhibitors, primary screen, cell lysate, split luciferase complementation, luminescence. inhibition, % at 4 µM. Perilipin-5 (Homo sapiens) + 1-acylglycerol-3-phosphate O-acyltransferase ABHD5 (Homo …. 0.78% of 360,000 active. Split G. princeps luciferase complementation, 4 h;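 active = inhibition above the mean inhibition across every tested compound plus 3 SD, cut at about 22% in these data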;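 also: 0% = DMSO only wells and the 100% control is not disclosed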
Target sequence (Q00G26 whole entry, looked up): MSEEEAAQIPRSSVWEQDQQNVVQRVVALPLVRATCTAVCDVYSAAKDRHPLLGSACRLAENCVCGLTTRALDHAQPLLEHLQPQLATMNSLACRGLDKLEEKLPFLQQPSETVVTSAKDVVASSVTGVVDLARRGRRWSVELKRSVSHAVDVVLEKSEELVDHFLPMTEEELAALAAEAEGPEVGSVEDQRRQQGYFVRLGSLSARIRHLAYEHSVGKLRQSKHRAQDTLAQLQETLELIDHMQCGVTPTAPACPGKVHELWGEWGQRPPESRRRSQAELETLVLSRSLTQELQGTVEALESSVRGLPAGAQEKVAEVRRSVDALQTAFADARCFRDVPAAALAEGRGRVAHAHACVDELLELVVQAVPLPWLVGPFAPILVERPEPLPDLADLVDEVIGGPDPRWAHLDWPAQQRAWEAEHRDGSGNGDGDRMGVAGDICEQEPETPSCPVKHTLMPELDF
Target sequence (Q8WTS1 whole entry, looked up): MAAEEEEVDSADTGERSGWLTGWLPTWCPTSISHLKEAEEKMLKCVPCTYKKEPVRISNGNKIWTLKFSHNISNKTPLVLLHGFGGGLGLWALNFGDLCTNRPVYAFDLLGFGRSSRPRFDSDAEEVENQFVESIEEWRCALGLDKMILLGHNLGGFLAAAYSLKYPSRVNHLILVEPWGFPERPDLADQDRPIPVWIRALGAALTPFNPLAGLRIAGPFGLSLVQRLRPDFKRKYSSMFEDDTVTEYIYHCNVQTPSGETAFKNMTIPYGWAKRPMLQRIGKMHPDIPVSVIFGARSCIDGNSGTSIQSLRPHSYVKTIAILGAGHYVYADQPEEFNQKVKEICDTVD
MC4R antagonist = MC4R antagonists of cAMP signaling, primary screen, cell-based, TR-FRET, antagonist arm of biased-ligand search; 0.48% of 360,000 active; inhibition, % at 6.5 µM; AID 540295, 2011; MC4R-expressing cells, MTII-stimulated cAMP, LANCE TR-FRET;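 active = inhibition above its plate's cutoff, the mean of tested wells on that plate plus 3 SD, cut at about 29% in these data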;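 also: 0% = Melanotan II alone and 100% = Melanotan II plus saturating MCL0020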
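System – human MC4R-expressing U2OS cells · Also added – Melanotan II · Dosing – one concentration, 6.5 µM nominal · Timing – 30-min compound, 1-h challenge, 1-h detection, room temperature · Measured by – Eu-cAMP/anti-cAMP TR-FRET, emission 671 nm · Replicates – singlicate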
aDG glyco act = activators of alpha-DG glycosylation, primary screen, uHTS, Pro5-aDG cells, AlphaScreen | alpha-DG glycosylation AlphaScreen (IIH6); 0% Pro5, 100% B10-LARGE cell signal | activation, % at 10 µM | 0.22% of 360,000 active | AID 624168, 2012;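 active = activation of at least 8% versus controls, or a plate z-score of at least 8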;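 also: Pro5 are CHO cells carrying HIG-tagged alpha-DG that lacks glycosylation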
ABCB6 inh MLPCN = ABCB6 transporter inhibitors, primary screen, K562-ABCB6 cells, flow cytometry, MLPCN library | ATP-binding cassette sub-family B member 6 (Homo sapiens), Q9NP58 | K562-ABCB6 porphyrin accumulation, 1 h; active compounds read low | fluorescence ratio to DMSO, % at 10 µM | 0.19% of 360,000 active;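 active = fluorescence ratio to DMSO below 75%, the collection mean minus 3 SD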;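 also: signal is porphyrin accumulated inside mitochondria; 100% equals median channel fluorescence of DMSO control wells; lower ratio means ABCB6 inhibition with less porphyrin fluorescence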
H9c2 protect = cardioprotection against H2O2-induced cell death, primary screen, uHTS, H9c2 cells, ATPLite luminescence | protection from H2O2 cell death, % at 20 µM | AID 588492, 2011 | H9c2 cardiomyocytes, H2O2 injury protection, 2 h | 0.63% of 360,000 active;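 active = compounds giving at least 50% protection of heart cells from peroxide-induced death in the single-dose screen, raw or plate-pattern-corrected value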;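 also: 0% = DMSO wells with peroxide and 100% = DMSO wells without peroxide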
HTR2A ag = mouse Htr2a agonists via beta-arrestin recruitment, primary screen, cell-based, luminescence | activation, % at 7.6 µM | 0.66% of 360,000 active | CHO-K1 mHTR2A beta-arrestin complementation; percent of 30 µM serotonin response;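 active = activation above a run cutoff, the mean activation of all tested compounds plus 3 SD, cut at about 14% in these data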;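 also: 0% = plate median of compound wells and 100% = 30 µM serotonin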
MC4R barr agon = MC4R agonists recruiting beta-arrestin, primary screen, cell-based, luminescence, agonist arm of biased-ligand search | U2OS MC4R beta-arrestin complementation; percent of melanotan II response, DMSO zero | activation, % at 8.9 µM | 0.98% of 360,000 active | AID 540308, 2011;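 active = activation above a per-plate cutoff, the mean activation of sample wells on that plate plus 3 SD, cut at about 8% in these data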
Exocytosis inh = LAMP-1 surface exposure blockers, TALL-104 cells – cell-based, flow cytometry, MLPCN library, primary screen. TALL-104 LAMP-1 surface exposure; cells stimulated with thapsigargin and PMA. inhibition, % at 10 µM. 0.66% of 360,000 active;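 active = inhibition above about 55%, limit read from the data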
hiPSC survival = enhancers of single-cell hiPSC survival, primary screen, ATPlite luminescence | 100% = ROCK inhibitor wells, 0% = DMSO | survival enhancement, % at 20 µM | 0.044% of 360,000 active | AID 602274, 2012; in the data active = survival enhancement above about 18%;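 also: cells exposed to compounds for 16 hours before the ATP read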
Starred values were filed as active, the others as inactive.

Below each compound – hiPSC survival, ABHD5 PLIN5 PPI, HTR2A ag, aDG glyco act, ABCB6 inh MLPCN, MC4R antagonist, N-glyco inh, MC4R barr agon, Exocytosis inh, H9c2 protect
CCc1cc(=O)oc2cc(OCc3ccc(C(=O)O)o3)ccc12
  -0.4, 5, 2, 0.0, 132, -14, 4, -1.9, -3, 1
Cc1ccccc1-c1cc(C(=O)NCc2ccc(OC(F)(F)F)cc2)nn1CC1CC(c2cccc([N+](=O)[O-])c2)=NO1 (stereo not drawn)
  -1.3, -9, -6, 0.3, 99, 13, -9, 3.3, 3, -7
O=C(CN1C(=O)NC(Cc2ccccc2)C1=O)Nc1ccc(OC(F)(F)F)cc1 (stereo not drawn)
  1.0, -3, 10, -0.1, 99, 2, 3, 0.8, 4, -8
O=C(Nc1nccs1)[C@@H]1CCCN1S(=O)(=O)c1ccc(Cl)cc1
  4.4, -4, 4, 0.1, 93, 2, -2, -1.0, -6, -3
COc1ccc(-c2cc3c(=O)n(CC(=O)NCCCN4CCN(Cc5ccccc5)CC4)ncn3n2)cc1
  -0.7, 4, -3, 4.6, 101, 6, -14, -0.2, 4, -13
COc1ccc(CCn2c(-c3ccc(F)cc3)nc3c(c(=O)c4ccccc4n3C)c2=O)cc1OC
  0.5, -4, 0, 0.2, 100, 8, 0, -2.3, 6, 6
COc1ccc(-n2c(Cn3c(=O)sc4ccccc43)nnc2SCC(=O)N2CCCC2)cc1
  1.3, -6, -3, 0.1, 101, 1, 0, -0.2, -1, 16
CCOc1ccc(-c2nc(N)ncc2Oc2ccccc2Br)c(O)c1
  1.0, -6, -4, 0.0, 109, 4, -2, 3.1, 5, -35
CCc1ccc(NC(=O)N(CCCN2CCOCC2)C(C)c2cc3cccc(OC)c3o2)cc1 (stereo not drawn)
  -1.9, 8, -3, 2.0, 110, 13, -2, -1.7, 16, 5
CN(C)S(=O)(=O)c1cccc(C(=O)OCC(=O)c2ccc3c(c2)NC(=O)CO3)c1
  1.4, -8, 3, 0.0, 91, 4, 0, 0.2, -4, -1
CC(=O)Cn1cnc2c(cnn2-c2ccc(F)cc2)c1=O
  -2.0, 10, -3, -0.4, 98, 2, 0, -0.8, -8, 3
COc1cccc(NC(=O)CN2C(=O)COc3ccc(S(=O)(=O)N4CCC(C)CC4)cc32)c1
  -0.5, -3, 2, 0.0, 98, 10, -3, -0.9, 0, 0
COc1ccc(CNC(=O)CC2C(=O)NCCN2C2Cc3ccccc3C2)cc1 (stereo not drawn)
  -0.5, -4, -3, 1.5, 102, 2, 2, 0.2, 2, -5
Cc1ccc(C2NC(=O)c3ccccc3O2)cc1 (stereo not drawn)
  -0.7, 5, -2, 0.0, 97, 3, 2, -0.6, -5, 22
Cc1ccc(S(=O)(=O)N2CCN=C2SCc2c(F)cccc2Cl)cc1
  -0.5, -1, 0, 0.1, 97, 0, -5, -1.7, 5, -9
COc1ccc(C(=O)Nc2ccc(Oc3ncnc4sc(-c5ccccc5)cc34)cc2)cc1OC
  -0.8, 0, -1, -0.1, 98, 19, 5, 0.1, -6, 0
CC(C)CCNC(=O)COC(=O)/C=C/c1ccc2ccccc2n1
  1.8, -2, -3, 0.1, 102, 5, 0, 2.5, -3, -3
CC1CCCN(C(=O)C2CC(=O)N(c3ccc(Cl)cc3)C2)C1 (stereo not drawn)
  -0.5, 0, -8, 0.0, 96, 10, 1, -1.4, -7, 2
Cc1cc(C)n(S(=O)(=O)c2cc(C(=O)O)c(Cl)cc2Cl)n1
  -2.1, 3, 7, -0.1, 85, 1, 1, -0.4, 0, -1
O=C(Nc1cccc(S(=O)(=O)N2CCCC2)c1)c1cccc(S(=O)(=O)N2CCOCC2)c1
  0.0, 2, -1, -0.1, 99, 4, -2, 1.9, -4, 3
COc1ccccc1CNC(=O)C1CCC(CNc2c(N3CCOCC3)c(=O)c2=O)CC1 (stereo not drawn)
  -2.2, -12, 4, -0.1, 102, -4, 2, -2.0, -2, -2
Cc1cc(C)c(C)c(S(=O)(=O)Nc2cccc(-n3cnnn3)c2)c1C
  -0.2, -6, -1, 0.0, 99, 6, -2, -0.2, 60*, -6
CCOP(=O)(OCC)c1nc(-c2cccc3ccccc23)oc1N1CCOCC1
  -0.8, -1, 1, 0.0, 93, 14, -1, -1.5, 12, 18
Cc1ccc(N=Nc2c(C)[nH]n(-c3ccccc3)c2=O)cc1
  -0.3, 3, 9, -0.7, 97, -4, 4, -1.1, 0, -2
CCN1CCN(S(=O)(=O)c2ccc(Cl)c(C(=O)NCCOc3ccc(C)cc3)c2)CC1
  0.2, 10, -4, -0.2, 94, 0, -3, 4.7, -2, 8
CC(C)C(=O)Nc1ccc(NC(=S)NC(=O)c2cc3ccccc3o2)cc1
  -2.0, 2, 3, -0.1, 99, 2, -4, -0.5, -2, 2
Cc1noc(C)c1NC(=O)N(C)C[C@H]1OCc2cnnn2CCCC(=O)N([C@@H](C)CO)C[C@H]1C
  8.2, 10, 5, 0.2, 103, -4, 1, 2.4, 3, -8
Cc1cc(NC(=O)C(Cl)c2ccccc2)no1 (stereo not drawn)
  -0.7, 16, -1, 0.1, 98, 2, 1, -0.1, -3, -4
O=C(Cn1c2c(c(-c3ccccc3)cc1=O)CCCC2)N1CCCCCC1
  -2.0, -3, 7, -0.2, 99, 5, -5, 2.2, 4, -2
COc1ccc(CC(NC(C)=O)C(=O)NC2CCN(C(=O)Nc3ccc(C#N)cc3)CC2)cc1OC (stereo not drawn)
  1.4, 2, -2, -0.2, 98, 26, 5, 0.9, 0, 4
Cc1ccc(N(CC(=O)NCc2ccc(F)cc2)C(=O)c2snc(C(N)=O)c2N)cc1C
  0.1, -1, -5, 0.1, 96, 2, -1, -0.8, 55, 5
O=C(O)CCn1c(=S)oc2ccccc21
  0.1, 0, -1, -0.1, 99, 1, -3, 0.3, -2, 4
CN(Cc1ccco1)c1ncnc2ccc(-c3ccc4c(ccn4C)c3)cc12
  -2.6, 13, -5, 0.2, 100, -17, 14, -1.0, 5, 1
c1ccc2c(CCNc3ncnc4nc[nH]c34)cccc2c1
  0.6, 5, -3, 1.0, 96, 0, 3, -1.4, 22, 6
COc1cccc(-c2nn(C)c3sc(C(=O)NCCCN(C)Cc4ccccc4)cc23)c1
  -0.6, 15, -11, 0.3, 95, 4, 0, 0.4, 4, 10
CC(OC(=O)CCc1nc2ccccc2c(=O)[nH]1)C(=O)c1ccc(Br)cc1 (stereo not drawn)
  -2.3, 8, -4, -0.1, 102, 4, 3, 1.5, -5, 15
CCCCCn1c(SCCCC)nc2c1c(=O)[nH]c(=O)n2C
  -1.2, 2, 2, 0.1, 95, 10, -2, -0.8, -4, -7
COc1ccc(CC(=O)OCc2cc3ccc(C)cc3[nH]c2=O)cc1
  -1.3, 3, 2, 0.1, 97, 4, 0, 5.0, 1, 0
CCc1ccc(C(=O)COC(=O)CNC(=O)c2ccc(Br)o2)cc1
  0.5, -4, -2, -0.2, 98, -6, 1, -0.9, -14, 2
CC(C)NC(=O)C1(C)Cc2c(-c3cccc(C(F)(F)F)c3)ccnc2O1 (stereo not drawn)
  2.9, 2, 0, 0.2, 85, 8, 0, -0.7, -8, -3
Cc1ccc(S(=O)(=O)/C(C#N)=C/c2c(N3CCCCC3)nc3ccccn3c2=O)cc1
  -0.6, 0, -3, 0.2, 95, 9, 1, -0.1, -3, -1
CCSc1cc(C2C(C(=O)OC)=C(C)NC3=C2C(=O)CCC3)c(C)o1 (stereo not drawn)
  -0.5, -3, -3, 0.1, 96, 4, 2, -1.5, -4, 8
Cc1ccc(NC(=O)/C(=C\c2cccnc2)NC(=O)c2ccco2)cc1
  5.8, -3, 5, -0.1, 100, -4, -2, -2.2, 1, 0
Cc1ccc2nc3nc(NCC4CCCO4)c(C(=O)NC4CCCC4)cc3c(=O)n2c1 (stereo not drawn)
  -2.8, -3, 0, 0.8, 104, 12, 1, -0.4, -5, 11
N=C1C(c2nc(-c3ccc(Br)cc3)cs2)=C(O)CN1NC(=O)c1ccc([N+](=O)[O-])cc1
  2.9, 13, 0, 0.1, 102, 18, 2, 3.2, 0, -4
O=C(NCCC(=O)N1CCN(c2ccccn2)CC1)c1ccc(Cl)cc1
  0.0, -3, 7, 0.2, 99, 10, 2, -0.5, -3, -3
COc1ccc(CN(C2CCCCC2C)S(=O)(=O)c2ccc(S(=O)(=O)N(C)C)cc2)cc1OC (stereo not drawn)
  -1.3, 5, -3, 0.0, 92, 1, -12, -0.7, 1, 3
CCCC(=O)NC(=S)Nc1ccc(S(=O)(=O)Nc2ccc(OCC)cc2)cc1
  -3.1, -5, 2, -0.4, 79, 4, 0, 1.7, 3, -14
CCOCCCNC(=O)c1ccc(Cn2c(=O)[nH]c3ccsc3c2=O)cc1
  -0.4, 0, 3, -0.2, 100, 10, 1, -0.2, -2, 9
O=C1CCCc2c1[nH]c1ccc(Cl)cc21
  -3.4, 6, -2, 0.0, 131, 4, -1, 0.8, -3, -11
CC(C)Cn1c(CCCNC(=O)c2ccco2)nc2ccccc21
  -0.2, -9, -6, -0.2, 99, 5, 3, -2.1, 0, 0
NC(=O)/C(=C\c1ccccc1)NC(=O)/C=C/c1ccccc1
  -0.7, 2, 2, -0.2, 94, 0, 1, -3.5, 0, 6
c1ccc(-c2csc(-c3ccncc3)n2)cc1
  0.1, 0, 0, 0.1, 94, -4, 2, 0.8, -4, 4
CN(Cc1ccco1)C(=O)C1CCC(=O)N(CCc2cccc(F)c2)C1 (stereo not drawn)
  0.8, 12, -4, 0.0, 93, 1, 0, 1.2, 6, -3
CCC(C)(C)c1ccc(OCCN2C(=O)NC(C)(C)C2=O)cc1
  -1.0, -9, -5, 0.0, 97, 14, 0, 1.1, -5, -5
COc1cc(/C=N/NS(=O)(=O)c2ccc(C)cc2)ccc1OCc1ccc(C(=O)O)cc1
  -1.7, -4, 3, -0.4, 102, 8, -11, -0.7, -1, 4
CCOc1ccccc1NC(=O)Cn1c(=O)n(-c2ccccc2)c(=O)c2oc3ccccc3c21
  -1.0, 1, 2, -0.2, 101, 3, 0, -3.2, -1, 7
O=C(CSc1nnc(-c2c[nH]c3ccccc23)o1)NCC1CCCO1 (stereo not drawn)
  1.4, -1, 0, -0.1, 104, 1, 3, -0.4, -2, 0

Copied from the results shown for reference:
Below each compound – hiPSC survival, ABHD5 PLIN5 PPI, HTR2A ag, aDG glyco act, ABCB6 inh MLPCN, MC4R antagonist, N-glyco inh, MC4R barr agon, Exocytosis inh, H9c2 protect
O=C(NCCC(=O)N1CCN(c2ccccn2)CC1)c1ccc(Cl)cc1
  0.0, -3, 7, 0.2, 99, 10, 2, -0.5, -3, -3
COc1ccc(CN(C2CCCCC2C)S(=O)(=O)c2ccc(S(=O)(=O)N(C)C)cc2)cc1OC (stereo not drawn)
  -1.3, 5, -3, 0.0, 92, 1, -12, -0.7, 1, 3

Screening results as filed in PubChem BioAssay.
